PME-1 primary – blocks human protein phosphatase methylesterase 1; Q9Y570; recombinant PME-1, FP-Rh probe fluorescence polarization; inhibition, % at 5.9 µM; hit rate 0.53% among 320,000;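 active = inhibition above the campaign mean of all compounds plus 3 SD, cut at about 26% in these data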;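 note: competitive labeling of PME-1 active site by serine hydrolase directed probe; 0% = PME-1 with DMSO and 100% = wells lacking PME-1 enzyme; inhibitors block probe labeling so polarization falls and inhibition rises; many of its hits are not listed in these tables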
Target sequence (Q9Y570 whole entry, looked up): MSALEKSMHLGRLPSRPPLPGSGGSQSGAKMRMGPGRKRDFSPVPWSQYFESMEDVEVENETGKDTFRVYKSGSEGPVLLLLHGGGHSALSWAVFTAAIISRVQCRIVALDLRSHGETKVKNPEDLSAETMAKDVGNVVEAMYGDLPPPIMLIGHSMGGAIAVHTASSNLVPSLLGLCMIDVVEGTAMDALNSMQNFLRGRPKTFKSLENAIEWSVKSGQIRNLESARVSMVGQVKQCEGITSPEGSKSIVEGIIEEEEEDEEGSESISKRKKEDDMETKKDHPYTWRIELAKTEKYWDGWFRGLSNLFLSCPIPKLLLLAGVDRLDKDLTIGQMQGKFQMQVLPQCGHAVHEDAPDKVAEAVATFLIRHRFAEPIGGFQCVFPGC
LYPLA1 inh – LYPLA1 (human) inhibition in PME1 counter-screen; O75608; recombinant LYPLA1, FP-Rh probe fluorescence polarization; inhibition, % at 5.9 µM; hit rate 0.16% among 320,000; AID 2174;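 active = inhibition above the mean of all tested compounds plus 3 SD, set per campaign, cut at about 14% in these data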;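 note: inhibitors block serine hydrolase probe labeling of LYPLA1 so polarization falls; 0% = enzyme with DMSO and 100% = wells lacking LYPLA1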
PAD4 FP inh – blocks human protein arginine deiminase 4 | AID 485272 | hit rate 0.41% among 330,000 | Q9UM07 | inhibition, % at 6.36 µM | recombinant PAD4, RCA probe fluorescence polarization;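 active = percent inhibition above a cutoff equal to the mean of all tested compounds plus 3 SD, cut at about 15% in these data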;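 note: 0% = PAD4 with RCA probe and DMSO and 100% = probe without PAD4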
PAFAH1B2 FP inh – inhibitors of human PAFAH1B2; P68402; recombinant PAFAH1B2, FP-rhodamine activity probe, fluorescence polarization; inhibition, % at 3.39 µM; hit rate 1.2% among 340,000; AID 492953;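 active = inhibition above the mean of all tested compounds plus 3 SD, cut at about 24% in these data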;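 note: 0% = enzyme with DMSO and 100% = wells lacking PAFAH1B2; many of its hits are not listed in these tables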
Target sequence (P68402 whole entry, looked up): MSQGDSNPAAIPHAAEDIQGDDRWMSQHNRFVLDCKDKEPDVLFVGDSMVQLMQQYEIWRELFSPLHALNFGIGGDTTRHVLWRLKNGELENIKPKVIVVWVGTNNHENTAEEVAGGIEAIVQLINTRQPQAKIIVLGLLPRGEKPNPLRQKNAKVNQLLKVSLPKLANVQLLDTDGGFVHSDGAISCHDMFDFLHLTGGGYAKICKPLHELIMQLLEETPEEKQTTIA
LYPLA2 counter – counter-screen for PME1 inhibitors: inhibitors of human LYPLA2; hit rate 0.38% among 320,000; O95372; inhibition, % at 5.9 µM; recombinant LYPLA2, FP-Rh probe fluorescence polarization;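 active = inhibition above the screen-wide mean plus 3 SD, limit set per campaign, cut at about 26% in these data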;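 note: 0% = LYPLA2 with DMSO and 100% = wells lacking LYPLA2 enzyme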
GSTO1 inh – counter-screen for RBBP9 inhibitors: inhibitors of human GSTO1. P78417. recombinant GSTO1, activity-based probe fluorescence polarization. inhibition, % at 5.96 µM. hit rate 1.1% among 300,000;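 active = inhibition above the campaign mean inhibition plus 3 SD, cut at about 35% in these data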;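 note: 0% = GSTO1-1 with DMSO and 100% = wells lacking GSTO1-1 enzyme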
pPAFAH inh – pPAFAH (human) enzyme inhibition; Q13093; recombinant pPAFAH, FP-rhodamine probe fluorescence polarization; inhibition, % at 3.39 µM; hit rate 1.5% among 330,000; AID 463082;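 active = inhibition above the mean inhibition across the screen plus 3 SD, cut at about 25% in these data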;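 note: inhibitors block binding of the rhodamine activity-based probe so polarization drops; 0% = enzyme with DMSO and 100% = wells lacking pPAFAH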
Target sequence (Q13093 whole entry, looked up): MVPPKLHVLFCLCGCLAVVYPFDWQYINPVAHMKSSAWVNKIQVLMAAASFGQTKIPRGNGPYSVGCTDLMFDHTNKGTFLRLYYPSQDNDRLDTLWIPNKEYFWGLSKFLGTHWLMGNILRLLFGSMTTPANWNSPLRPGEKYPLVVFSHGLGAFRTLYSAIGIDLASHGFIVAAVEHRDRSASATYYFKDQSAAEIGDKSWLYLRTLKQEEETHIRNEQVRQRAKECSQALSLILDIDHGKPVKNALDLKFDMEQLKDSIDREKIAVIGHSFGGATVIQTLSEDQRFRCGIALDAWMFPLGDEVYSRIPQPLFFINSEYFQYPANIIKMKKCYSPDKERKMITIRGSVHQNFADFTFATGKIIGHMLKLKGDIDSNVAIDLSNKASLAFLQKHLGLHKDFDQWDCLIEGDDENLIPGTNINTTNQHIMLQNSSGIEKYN
PAFAH2 FP inh – PAFAH2 (human) inhibition; Q99487; recombinant PAFAH2, FP-rhodamine activity probe, fluorescence polarization; inhibition, % at 3.39 µM; hit rate 0.99% among 340,000; AID 492956;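 active = inhibition above the mean over all tested compounds plus 3 SD, cut at about 30% in these data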;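 note: inhibitors block probe labeling of enzyme so polarization drops; 0% = enzyme with DMSO and 100% = wells lacking PAFAH2 protein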
PAFAH1B3 inh – blocks human PAF acetylhydrolase 1B catalytic subunit 3; recombinant PAFAH1B3, FP-rhodamine probe, fluorescence polarization; AID 492972; Q15102; inhibition, % at 3.39 µM; hit rate 0.28% among 340,000;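 active = inhibition above the screen-wide average of all tested compounds plus 3 SD, cut at about 25% in these data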;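 note: 0% = enzyme with DMSO only and 100% = wells lacking PAFAH1B3 protein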
* hit, by the source's call; · = not tested or not shown.

SMILES	PME-1 primary	LYPLA1 inh	PAD4 FP inh	PAFAH1B2 FP inh	LYPLA2 counter	GSTO1 inh	pPAFAH inh	PAFAH2 FP inh	PAFAH1B3 inh
O=C(CCCCCNc1nc(=S)[nH]c2ccccc12)NCc1ccccc1Cl	5.0	-3.1	-0.8	·	1.0	-8.4	-1.2	·	·
COC(=O)c1ccccc1SC(CC(=O)c1ccccc1)c1ccc(F)cc1 (configuration not stated)	-7.1	-1.9	-4.2	6.8	-4.3	3.1	9.5	2.8	2.0
CCOc1ccccc1NC(=O)C(NCC1CCCCC1)c1ccccc1 (configuration not stated)	-2.6	-0.9	-3.8	-2.6	1.5	-2.7	6.8	-1.3	3.0
O=C(/C=C/c1ccccc1)Nc1nnc(-c2ccco2)o1	5.0	-0.1	-2.4	4.0	-3.3	8.7	7.5	-0.5	5.5
CCN(C(=O)c1nn(-c2ccc(OC)cc2)c(=O)c2c1c1ccccc1n2C)c1ccc(OC)cc1	-2.2	5.5	-4.9	0.4	9.0	3.0	0.3	-5.8	4.3
CCC/C(=C1/C(=O)CC(C)(C)C(C(=O)OC)C1=O)N1CCCC1 (configuration not stated)	1.4	-1.6	-0.2	-1.8	-1.3	-2.1	3.0	-0.2	7.8
O=C(N1CCOCC1)N1CCN(c2ccccn2)CC1	0.7	0.8	-1.2	3.8	0.5	-0.6	-4.9	-0.7	1.8
CSc1ncc(Sc2ccccc2)c(C(=O)O)n1	-0.7	-0.6	3.3	8.7	6.1	-4.0	-1.9	-2.9	8.2
Cc1ccc(C(=O)Nc2cccc(-c3nc4ncccc4o3)c2)cc1	-3.8	-3.0	-5.9	0.9	-1.8	-13.6	-2.8	-1.8	11.5
COc1ccc(NS(=O)(=O)c2ccc(-c3coc(C)n3)cc2)cc1	-1.3	0.3	-7.4	1.2	-4.2	-3.6	9.9	14.0	9.0
Cc1nnc(C)n1/N=C/c1cc2ccccc2nc1Cl	2.0	1.9	-0.8	1.1	1.8	9.2	8.0	4.6	6.9
COC(=O)c1ccc2[nH]c([C@H](C)O)c([C@H](C)O)c2c1	-1.0	-0.5	-6.8	0.2	-1.1	-5.2	6.5	-6.6	1.9
COc1ccccc1CN(C)C(=O)COC(=O)c1ccc(Cl)nc1	·	·	-0.3	4.3	·	·	2.5	2.5	9.8
CCCC1CCC(C2=N/C(=C\c3ccc(OC)c(OC)c3)C(=O)O2)CC1 (configuration not stated)	2.2	3.2	0.4	0.4	11.2	-2.3	0.1	9.4	2.5
O=C(c1ccc2c3c(cccc13)C(=O)N(O)C2=O)N1CCCCC1	2.2	-0.6	-6.7	2.3	-1.6	-14.7	-0.6	-8.0	9.9
Cc1ccccc1CN1CCN(Cc2ccccc2C(F)(F)F)CC1	1.2	0.7	-3.1	2.7	1.9	1.4	-0.4	8.1	-4.0
Cn1c(NC(=O)c2ccccc2)c(-c2cccs2)c(=O)c2ccccc21	-3.0	2.8	-2.2	1.4	-6.7	3.8	-1.6	2.2	1.0
CSCCC(NS(=O)(=O)c1cccs1)C(=O)NCc1cccs1 (configuration not stated)	1.0	-0.9	-6.7	1.7	0.3	-5.3	0.8	4.2	0.0
O=C(Nc1nc(-c2ccc(Cl)cc2Cl)cs1)C1CCCO1 (configuration not stated)	5.6	0.1	-3.7	6.0	3.2	-6.0	10.8	4.5	5.9
COc1ccc(/C(N)=N/OC(=O)CCc2ccccc2)cc1	-3.0	-1.3	1.5	9.8	1.2	1.4	2.0	4.3	10.2
COc1ccccc1NC(=O)N1c2ccccc2NC(=O)CC1C (configuration not stated)	2.0	-0.6	1.3	4.0	5.3	3.5	-1.3	-8.3	4.3
Cc1cc(C)c2nc(N3CCCC(C(=O)N4CCC(C(N)=O)CC4)C3)sc2c1 (configuration not stated)	-3.9	6.2	1.7	4.5	1.5	6.4	3.6	4.2	9.0
CCOc1cc2[nH]c(=S)n(CCCN(CC)CC)c(=O)c2cc1OCC	2.6	-1.9	3.3	0.8	0.6	5.7	4.8	3.2	3.6
CC(=O)Oc1ccc(C#C/C=C2\c3ccccc3C(=O)N2c2ccccc2)cc1	·	·	-7.1	-6.2	·	·	2.1	-18.7	-2.5
CN(Cc1nc2c(s1)CCCC2)C(=O)CCc1nnc(-c2ccc3c(c2)OCO3)o1	-0.2	-1.9	0.2	-1.4	0.4	6.2	-0.3	0.6	9.0

Given comma-delimited: entries from further up.
canonical_smiles,PME-1 primary,LYPLA1 inh,PAD4 FP inh,PAFAH1B2 FP inh,LYPLA2 counter,GSTO1 inh,pPAFAH inh,PAFAH2 FP inh,PAFAH1B3 inh
CCN(C(=O)c1nn(-c2ccc(OC)cc2)c(=O)c2c1c1ccccc1n2C)c1ccc(OC)cc1,-2.2,5.5,-4.9,0.4,9.0,3.0,0.3,-5.8,4.3
Cn1c(NC(=O)c2ccccc2)c(-c2cccs2)c(=O)c2ccccc21,-3.0,2.8,-2.2,1.4,-6.7,3.8,-1.6,2.2,1.0
O=C(CCCCCNc1nc(=S)[nH]c2ccccc12)NCc1ccccc1Cl,5.0,-3.1,-0.8,·,1.0,-8.4,-1.2,·,·

(continued)
SMILES	PME-1 primary	LYPLA1 inh	PAD4 FP inh	PAFAH1B2 FP inh	LYPLA2 counter	GSTO1 inh	pPAFAH inh	PAFAH2 FP inh	PAFAH1B3 inh
O=S(=O)(NC1CCCCC1)c1ccc(F)c2ccccc12	15.4	-4.8	-2.4	-2.9	5.0	-1.2	-1.1	0.1	7.2
CC(=O)N(C)c1ccc(N=Nc2c(C)[nH]n(C(N)=S)c2=O)cc1	3.0	-1.2	-5.4	5.0	1.7	6.9	1.4	6.5	2.2
COc1ccc(C2C(C(=O)c3ccccc3)=C(C)Nc3nc4ccccc4n32)cc1OC (configuration not stated)	-3.0	2.0	-6.7	5.6	1.9	4.7	1.5	1.5	1.7
COc1ccc(NC(=O)CCNS(=O)(=O)c2cccc3nsnc23)cc1	-2.3	-3.4	1.3	7.9	-0.3	0.9	-3.2	9.9	2.6
CCCCNC(=S)Nc1ccc2[nH]c(=O)[nH]c2c1	2.3	-0.3	-4.6	-0.1	0.0	-1.9	-6.7	0.8	4.4
Cc1ccccc1N1CCN(S(=O)(=O)c2ccccc2)CC1	-1.9	-3.1	3.0	5.7	1.2	1.9	1.8	-0.2	-4.4
CN=C(C)C1=C(O)C(C(=O)OC)C(C)(C)CC1=O (configuration not stated)	-2.0	-1.6	-3.7	-0.3	12.8	0.2	0.5	2.6	2.7
O=C(NCCCN1CCOCC1)c1ccc(CNS(=O)(=O)c2ccc(F)cc2)cc1	9.4	-1.2	2.5	3.9	6.2	3.4	3.5	8.0	6.6
Cc1ccc(CN(Cc2ccco2)C(=S)NCC(=O)O)cc1	5.3	-0.6	-6.0	9.4	4.1	3.2	-2.8	-5.9	7.7
COC(=O)C1=NN(N=O)C2(CC(=O)N(c3cc(C)cc(C)c3)C2=O)C1 (configuration not stated)	-0.8	2.4	-3.5	5.5	-0.5	8.6	4.2	8.0	2.9
COc1ccc(S(=O)Cc2ccc(C(=O)N3CCN(C(=O)c4ccco4)CC3)o2)cc1 (configuration not stated)	-3.5	2.7	0.0	0.1	4.3	-2.2	-2.9	2.7	4.0
CCc1[nH]nc2c1C1(CCN(C(=O)c3ccccc3)CC1)C(C#N)=C(N)O2	8.0	2.5	-0.8	-2.2	4.2	8.8	7.3	-6.5	1.2
COc1ccc(OC)c(NC(=O)c2[nH]c(C)c(C(C)=O)c2C)c1	2.8	2.0	-2.5	3.6	-2.8	3.0	2.9	4.9	-5.0
CC(=O)Nc1ccc(S(=O)(=O)Nc2cccc(C(=O)NC(C)(C)C)c2)cc1	-6.7	-0.8	-1.9	2.5	7.5	2.6	3.9	-0.1	8.4
CCNC(=O)Cn1cnc2c1c(=O)n(C)c(=O)n2C	2.3	2.1	-1.6	3.0	0.0	-3.8	-2.6	-4.2	9.1
CNC(=S)NCCN1CCOCC1	-7.9	2.9	-1.0	2.5	1.2	-4.4	2.5	0.5	7.2
Cc1cccc(NC(=O)CNC(=O)c2ccc3c(c2)OCO3)n1	-6.3	1.4	-5.2	3.2	1.9	1.7	0.6	4.8	0.2
CCC1CCCCN1C(=O)CSc1nnc(CNC(=O)c2c(F)cccc2Cl)o1 (configuration not stated)	6.6	0.8	-4.4	2.7	1.0	6.3	2.8	-4.9	0.9
O=C(Nc1cccc(NC(=O)c2cccc(F)c2)c1)c1ccccc1	-4.6	-2.2	-6.4	6.3	-6.2	-2.2	-1.9	-2.9	4.2
NC(=O)C1CCN(CC(O)COCc2ccccc2Cl)CC1 (configuration not stated)	-0.2	-0.4	1.2	3.3	-1.5	-0.2	4.5	-1.8	1.1
c1nc(N2CCC3(CC2)OCCO3)c2c3c(sc2n1)CCCC3	6.8	2.0	1.6	-4.1	-2.0	-6.9	3.3	0.3	1.6
Cc1cc(NC(=O)Cn2ccsc2=N)c([N+](=O)[O-])cc1C	-0.6	0.9	2.7	4.0	-8.1	1.5	4.4	0.6	-4.8
O=[N+]([O-])c1ccc(CNCc2cc(Cl)ccc2O)cc1	9.2	-1.6	-3.4	-2.8	-2.5	7.5	0.3	12.2	9.4
Cc1cc(=O)oc2cc(OCC(=O)N3CCN(c4ccccc4)CC3)ccc12	5.4	3.8	-0.9	8.1	3.2	·	1.3	0.6	2.1
CCn1ccc(C(=O)Nc2ccc(Cl)cn2)n1	-5.7	-0.7	-4.0	0.8	-0.9	0.7	6.6	3.5	-1.4
Further entries
SMILES	PME-1 primary	LYPLA1 inh	PAD4 FP inh	PAFAH1B2 FP inh	LYPLA2 counter	GSTO1 inh	pPAFAH inh	PAFAH2 FP inh	PAFAH1B3 inh
Cc1n[nH]c(C)c1S(=O)(=O)N(CC(=O)N1CCc2ccccc21)c1ccc(C(C)C)cc1	-5.2	-5.2	-4.2	-1.5	-10.0	-0.1	5.5	-5.8	-2.5
CCc1ccc2oc(-c3ccc(OC)cc3)cc(=Nc3cccc(C(=O)O)c3)c2c1	-12.2	-7.0	-3.6	3.7	-2.8	-8.6	-0.3	8.7	-4.2
COc1ccc(Cl)cc1C(=O)NCCCSc1ccccc1	2.9	4.3	-0.3	3.5	1.2	-6.5	-0.7	0.0	0.9
Fc1ccccc1CSc1nnc(-c2cccs2)o1	0.1	1.8	-7.6	-0.7	1.3	3.8	9.9	-0.8	5.4
COCCNC(=O)/C(C#N)=c1\s/c(=C\c2ccccc2OC(F)F)c(=O)n1Cc1ccccc1	-9.7	5.2	-3.9	·	-4.3	-0.6	-1.4	·	·
CCOc1ccc(N2C(=O)CC(Sc3nc(C)cc(C)c3C#N)C2=O)cc1 (configuration not stated)	-4.4	-1.5	0.2	0.2	0.1	13.9	-1.5	9.8	2.4
NC(N)=NS(=O)(=O)c1ccc(NC(=S)NC(=O)c2ccncc2)cc1	-3.7	0.3	-7.1	7.3	2.2	-0.6	4.6	-1.9	14.0
CCCCOP(=O)(c1ccc(N(C)C)cc1)C(O)c1ccc(OC)cc1 (configuration not stated)	-3.6	-3.9	-2.9	3.4	0.3	6.0	1.5	1.4	1.2
CCN(CC(=O)Nc1ccccc1Br)C1CCCCC1	-4.4	0.8	-11.4	7.0	6.0	20.1	2.7	1.0	1.6
O=C(NCC(c1cccnc1)N1CCN(c2ccc(F)cc2)CC1)c1ccccc1 (configuration not stated)	0.3	-3.6	-1.2	0.5	-2.9	4.9	4.1	4.0	-3.6
COc1ccc(-c2nc3cc(NC(=O)Cc4ccc(OC)c(OC)c4)ccc3o2)cc1	-2.2	-1.4	-5.0	-6.2	-3.5	-19.4	3.8	-5.9	3.4

Screens (PubChem)

These rows are one share of the data. The share of hits here may be higher or lower than overall.
